# ELG1 genotoxic = inducers of genotoxicity in HEK293T ELG1-luciferase cells; Potency, µM (highest dose often 46 µM), for the others: at the highest dose activity change, positive = activation, most hits filed as activators; actives 1.3% (n = 330,000); HEK293T ELG1-luciferase reporter, luminescence, 16 h; further: % of control where 0% means no effect; nearly all actives have a fitted effect of over 60% in size
#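 After overnight (16 hr) compound treatment at 37 °C, ELG1-luciferase HEK293T cells were lysed with ONE-Glo; luminescence quantified 30 min later at room temperature.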
# MBNL1 CUG block = inhibitors of human MBNL1 binding to CUG repeat RNA. actives 0.036% (n = 280,000). Potency, µM (highest dose often 57.5 µM), for the others: at the highest dose activity change, negative = inhibition, most hits filed as inhibitors. Q9NR56. TR-FRET MBNL1-His/biotin-(CUG)12 binding, 665/545 ratio; active means well fitted inhibition curve with a large enough effect in the signal ratio, with a control signal flat, not every such curve was filed as active; inconclusive means small, poorly fitted or top-dose-only effect, or effect the other way, or a change in a side signal; inactive means no such curve, though single readings can be large or run the other way; the % refers to the signal ratio; further: on the % scale 0 is the no-effect control and ±100 the full control effect
# Target sequence (Q9NR56 whole entry, looked up): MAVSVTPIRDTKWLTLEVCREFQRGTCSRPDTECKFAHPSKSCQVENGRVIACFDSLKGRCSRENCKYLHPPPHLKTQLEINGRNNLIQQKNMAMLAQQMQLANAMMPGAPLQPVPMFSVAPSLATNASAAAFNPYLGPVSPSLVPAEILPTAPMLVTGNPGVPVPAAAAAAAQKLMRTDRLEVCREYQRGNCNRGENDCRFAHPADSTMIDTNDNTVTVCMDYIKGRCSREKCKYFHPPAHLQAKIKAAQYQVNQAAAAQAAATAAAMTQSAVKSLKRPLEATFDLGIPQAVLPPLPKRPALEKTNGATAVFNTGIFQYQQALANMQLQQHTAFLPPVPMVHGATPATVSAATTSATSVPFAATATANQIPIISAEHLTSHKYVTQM
#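 Inhibition of protein-RNA binding appears as loss of TR-FRET between terbium anti-His antibody on MBNL1-His and streptavidin-XL665 on biotin-(CUG)12. Activity is normalized to buffer-only and uninhibited-complex controls.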
# RORg inh = inhibitors of mouse ROR gamma transcriptional activity. P51450. Drosophila S2 Gal4-RORgamma UAS-luciferase reporter, 20 h. Potency, µM (titrated, usually from 53.6 µM), without a hit: at the highest dose activity change, negative = inhibition, usual class: inhibitors. actives 5.4% (n = 310,000); further: on the % scale 0 is the no-effect control and ±100 the full control effect; nearly all actives have a fitted effect of over 60% in size
# Target sequence (P51450 whole entry, looked up, the tested form may be a part): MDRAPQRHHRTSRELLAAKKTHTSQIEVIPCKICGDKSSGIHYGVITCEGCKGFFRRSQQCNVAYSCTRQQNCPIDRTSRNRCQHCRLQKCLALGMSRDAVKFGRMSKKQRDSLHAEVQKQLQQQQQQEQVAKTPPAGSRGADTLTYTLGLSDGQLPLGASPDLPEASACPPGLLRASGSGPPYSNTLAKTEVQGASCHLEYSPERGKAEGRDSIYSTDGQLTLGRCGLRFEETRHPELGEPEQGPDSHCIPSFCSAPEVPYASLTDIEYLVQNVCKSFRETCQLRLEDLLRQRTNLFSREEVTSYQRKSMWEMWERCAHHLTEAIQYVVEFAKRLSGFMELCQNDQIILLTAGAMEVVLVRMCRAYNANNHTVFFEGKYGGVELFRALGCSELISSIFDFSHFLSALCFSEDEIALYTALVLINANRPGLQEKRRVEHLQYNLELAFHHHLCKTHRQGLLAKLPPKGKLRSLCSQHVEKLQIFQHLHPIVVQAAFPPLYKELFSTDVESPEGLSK
#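 A Gal4/UAS one-hybrid system in insect cells: metallothionein-promoter Gal4–ROR gamma fusion plus Photinus luciferase reporter. Copper sulfate 700 uM final, 20 hr ambient incubation, luminescent detection after 10 min with reagent.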
# BRCA1 expr up = increases BRCA1 expression | Potency, µM (top dose mostly 46.1 µM), for inactives: top-dose activation, most hits filed as activators | actives 1.1% (n = 380,000) | MCF7-BRCA1-FFLuc reporter, luminescence, 48 h; response scale: scaled: vehicle 0%, 10 µM genistein 100%; further: nearly all actives have a fitted effect of over 80% in size; some results filed as inactive show a strong effect at the top dose
#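 Quantitative HTS in MCF7 cells stably reporting BRCA1 expression via firefly luciferase. Compound treatment lasts 48 h at 37 °C in phenol-red free MEM. Activation is expressed relative to genistein at 10 microM and DMSO.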
# NPC1 promoter act = NPC1 promoter activation; Huh7 NPC1 promoter luciferase reporter, 24 h; Potency, µM (titrated, usually from 9.22 µM), for the others: top-dose activation, hits mostly activators; actives 2.4% (n = 320,000);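 further: % of control where 0% means no effect; nearly all actives have a fitted effect of over 60% in size; reporter is driven by a mutant NPC1 promoter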
#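 Luciferase expression driven by the NPC1 promoter was measured in stably transfected Huh7 cells after a 24 h compound incubation, using a luciferase reagent and a luminescence read.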
# Rab9 promoter act = Rab9 promoter activation; AID 485297; Potency, µM (titrated, usually from 9.22 µM), inactives show top-dose activation, negative = inhibition, most hits filed as activators; Huh7 Rab9 promoter-luciferase reporter, luminescence, 24 h; actives 2.8% (n = 320,000); further: % of control where 0% means no effect; nearly all actives have a fitted effect of over 60% in size
#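 Luminescence from Amplite-detected luciferase (10 minutes, ambient) reports Rab9 promoter activation. Before that, stable Rab9-luciferase Huh7 cells (1500/well, reduced-serum OP-MEM I plus 10% FBS) were exposed to compound for 24 hours at 37C.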
# uPA generation = cell surface uPA generation inhibition. cell surface uPA generation assay, qHTS. actives 0.31% (n = 330,000). Potency, µM (titrated, usually from 38.3 µM), for inactives: at the highest dose activity change, negative = inhibition, most hits filed as inhibitors. AID 540303; active means well fitted inhibition curve with a large enough effect; inconclusive means small, poorly fitted or top-dose-only effect; inactive means no such curve, though single readings can be large or run the other way; tested in mouse RAW 264.7 cells; further: on the % scale 0 is the no-effect control and ±100 the full control effect; nearly all actives have a fitted effect of over 55% in size
# FLuc counter = inhibits or activates purified firefly luciferase, miR-21 counter-screen. Potency, µM (series often up to 57.5 µM), for inactives: at the top dose activity change, negative = inhibition, hits mostly inhibitors. P08659. purified FLuc, Km substrates, luminescence inhibition. actives 6.9% (n = 360,000);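 further: plate controls were vehicle for no effect and reference inhibitor for full effect; nearly all actives have a fitted effect of over 55% in size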
#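 Biochemical qHTS of compounds, final roughly 60 µM downward over six points, against 10 nM purified firefly luciferase using Km concentrations of substrates (10 uM D-luciferin, 10 uM ATP) in Tris acetate pH 7.5 buffer; luminescence output.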
# p53 reactivation = re-activators of mutant p53. actives 0.063% (n = 320,000). H1299 p53-A138V BP100-luciferase reporter, luminescence, 24 h. AID 504706. Potency, µM (titrated, usually from 92.2 µM), for the others: at the top dose activity change, positive = activation, most hits filed as activators; further: % of control where 0% means no effect; nearly all actives have a fitted effect of over 45% in size
#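 p53-null H1299 cells stably carrying temperature-sensitive p53-A138V and a BP100-luciferase reporter were pinned with compounds (4-point, 1:5 series) and held 24 hrs at 37 deg C. Luminescence was read 10 min after detection reagent.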
# VP16 counter = counter-screen for ROR gamma inhibitors: Gal4-VP16 reporter; actives 3.5% (n = 310,000); Drosophila S2 Gal4-VP16 UAS-luciferase, luminescence, 20 h; Potency, µM (series often up to 53.6 µM), inactives show at the top dose activity, negative = inhibition, actives largely listed as inhibitors;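 further: Gal4-VP16 expression switched on by copper sulfate through the metallothionein promoter; on the % scale 0 is the no-effect control and ±100 the full control effect; nearly all actives have a fitted effect of over 50% in size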
# Starred values were filed as active, the others as inactive; ? = inconclusive; · = no result given; & = joins results of further samples; [ ] = remark or other dose. Unless noted, the call rests on the fitted dose curve; in most records, active means well fitted curve in the direction sought with a large enough effect; inconclusive means small, poorly fitted or top-dose-only effect, or another doubt; inactive means no such curve, though single readings can be large; an effect the other way counts as inactive or inconclusive. Potency means the concentration at half of the fitted maximal effect.
SMILES,ELG1 genotoxic,MBNL1 CUG block,RORg inh,BRCA1 expr up,NPC1 promoter act,Rab9 promoter act,uPA generation,FLuc counter,p53 reactivation,VP16 counter
CSc1nc2ccc(S(=O)(=O)N3CCCCC3)cc2s1,-1.6%,-1.5%,12.7%,-34.0%,-2.7%,-5.7%,·,0.1%,2.8%,12.6%
Cc1ccc(C(=O)O/N=C(\N)c2ccc(C(F)(F)F)cn2)cc1,14.6%,-4.1%,-16.1%,?,2.1%,-5.2%,3.8%,2.13µM*,?,?
O=C(COc1ccccc1Cl)Nc1ccc(CN2CCCCC2)cc1,-6.8%,0.1%,3.8%,5.1%,-2.5%,-5.0%,1.5%,4.4%,7.7%,-6.9%[10 µM]
COc1ccc(CCNC(=O)c2cc(-c3ccccc3)on2)cc1OC,5.1%,-3.2%,-8.0%,-55.1%,1.1%,13.0%,-19.0%,-0.4%,-2.4%,-5.3%
COc1ccc(C(=O)Nc2ccncc2)cc1[N+](=O)[O-],-2.2%,?,25.5%,-18.5%,2.8%,-0.8%,1.5%,2.4%,·,-24.8%
CC(=O)NC1C(=O)N(CCN2CCOCC2)c2ccc(F)cc21 (stereo not drawn),-1.4%,-28.8%,0.1%,1.4%,-2.3%,3.8%,-4.0%,?,?,-3.2%
O=C(Nc1cc(Cl)ccc1-n1cncn1)c1cc(S(=O)(=O)N2CCOCC2)ccc1F,-3.6%,2.1%,-4.5%,-15.3%,1.7%,3.3%,-4.0%,1.7%,-35.7%[inhibitor],-12.6%
O=C(COC(=O)c1ccc([N+](=O)[O-])s1)NCc1ccc(F)cc1,-1.1%,?,5.2%,-7.2%,-3.7%,0.1%,1.7%,6.1%,-10.9%,-6.6%
COc1ccc([N+](=O)[O-])cc1NC(=O)Cn1ccsc1=N,1.8%,?,2.1%,0.4%,-1.1%,-0.6%,6.2%,-1.2%,-7.7%,-0.9%
CC(C)CC1Nc2ccc(C(=O)NCCCN3CCCCC3C)cc2NC1=O (stereo not drawn),2.1%,11.9%,-5.7%,2.7%,-2.8%,-8.1%,3.4%,2.1%,-6.8%,3.6%
CC(Sc1nc2c(c(=O)n(C)c(=O)n2C)n1Cc1cc2c(cc1Cl)OCO2)C(=O)O (stereo not drawn),2.0%,-12.9%,2.6%,-22.2%,0.2%,5.1%,1.3%,2.7%,5.6%,-6.8%
CC(C)CCn1cnc2c(oc3nc4c(cc32)CCCC4)c1=O,?,·,10µM*,10.4%,0.501µM*,0.447µM*,?,1.69µM*,0.2%,?
O=C(CCS(=O)(=O)c1ccccc1)Nc1nnc(C(F)(F)F)s1,-8.2%,-1.2%,41.9%,-63.9%,-15.0%,3.6%,-13.0%,1.6%,-19.6%,16.0%
COc1ccc(OCCCC(=O)ON=C(N)c2ccccc2C)cc1,-0.1%,·,·,10.3%,0.0%,-8.2%,6.3%,1.7%,3.3%,·
Cc1ccsc1/C=C(\C#N)C(=O)NC1CCS(=O)(=O)C1 (stereo not drawn),0.8%,?,9.4%,1.6%,-1.8%,-1.3%,-0.4%,-2.2%,3.9%,-7.7%
Cc1cccc(-n2c(N)cc(=O)[nH]c2=S)c1C,-0.8%,-0.3%,-15.1%,11.5%,1.3%,-2.8%,0.6%,-0.3%,-3.5%,7.2%
O=C(NCCCN1CCOCC1)NC1CCCCC1,1.5%,-9.6%,-17.1%,7.4%,-9.5%,-6.8%,-10.7%,-1.3%,?,-9.5%
CCCCNS(=O)(=O)c1ccc2nc(SCC(=O)Nc3sccc3C#N)[nH]c2c1,-24.4%,-10.9%,4.5%,-74.3%,-0.1%,0.0%,-2.9%,?,-6.4%,12.6µM*
Cc1cc(C(=O)CC#N)c(C)n1-c1c(C)n(C)n(-c2ccccc2)c1=O,-0.6%,-1.6%,6.0%,0.0%,0.0%,0.5%,-3.0%,-0.2%,4.7%,-5.3%
CC(C)CC(=O)N=C1SC2CS(=O)(=O)CC2N1Cc1ccccc1 (stereo not drawn),3.3%,-13.1%,11.5%,-6.7%,-0.4%,-2.1%,0.8%,-1.5%,-0.6%,-2.5%
O=[N+]([O-])c1cccc(S(=O)(=O)Nc2cccc(-c3ccc(N4CCCC4)nn3)c2)c1,?,·,·,26.3%,-1.7%,12.2%,-3.6%,9.53µM*,7.8%,·
C[N+]1(C2CCC3CCC2C3O)CCCC1 (stereo not drawn),-0.9%,-2.2%,-8.7%,-4.9%,1.4%,-0.3%,4.6%,4.0%,-8.8%,3.4%
O=C(NCCCn1ccnc1)/C(=C\c1cccnc1)NC(=O)c1ccccc1Br,-0.1%,4.7%,19.0%,0.9%,-4.7%,0.6%,13.2%,-0.1%,7.0%,-1.1%
O=C(CN1CCCCC1)N1CCc2ccccc21,0.5%,-0.6%,22.1%,10.9%,0.2%,-1.9%,0.0%,-0.3%,·,4.1%
O=C(COC(=O)Cc1ccc(F)cc1)NC(=O)NC1CCCC1,0.5%,·,·,1.9%,-3.1%,-3.6%,-10.0%,·,2.3%,·
O=C(CSc1ccccn1)N1CCN(c2ncc(C(F)(F)F)cc2Cl)CC1,-8.5%,-15.2%,?,-24.8%,-2.1%,6.7%,-0.7%,2.5%,-3.7%,-9.5%
Cc1nn(C(C)C(=O)NC2CCCCCC2)c(=O)c2nn(-c3ccccc3)c(C)c12 (stereo not drawn),0.1%,-5.1%,35.8%,11.6%,2.3%,11.5%,1.6%,?,14.3%,4.3%
Cc1ccc2c(ccc(=S)n2C)c1,5.5%,?,?,25.7%,-0.8%,0.4%,-0.3%,-12.5%,3.4%,-5.5%
O=C(CSc1nnc(-c2ccccc2)o1)c1ccc2c(c1)OCCO2,2.0%,2.2%,-2.5%[10 µM],10.7%,0.1%,-0.1%,0.5%,-5.6%,8.1%,-2.1%
CC(C)(C)S(=O)(=O)c1c(C(=O)O)cccc1C(=O)O,0.2%,3.3%,-25.1%[10 µM],8.3%,0.1%,-3.2%,0.2%,-2.0%,1.2%,2.6%

# Two successive entries from above, for reference:
SMILES,ELG1 genotoxic,MBNL1 CUG block,RORg inh,BRCA1 expr up,NPC1 promoter act,Rab9 promoter act,uPA generation,FLuc counter,p53 reactivation,VP16 counter
O=[N+]([O-])c1cccc(S(=O)(=O)Nc2cccc(-c3ccc(N4CCCC4)nn3)c2)c1,?,·,·,26.3%,-1.7%,12.2%,-3.6%,9.53µM*,7.8%,·
C[N+]1(C2CCC3CCC2C3O)CCCC1 (stereo not drawn),-0.9%,-2.2%,-8.7%,-4.9%,1.4%,-0.3%,4.6%,4.0%,-8.8%,3.4%

# (further entries)
SMILES,ELG1 genotoxic,MBNL1 CUG block,RORg inh,BRCA1 expr up,NPC1 promoter act,Rab9 promoter act,uPA generation,FLuc counter,p53 reactivation,VP16 counter
O=C(NC1CCS(=O)(=O)C1)Oc1ccc(Cl)cc1 (stereo not drawn),-2.7%,-0.8%,24.6%,0.3%,-2.2%,-1.3%,-2.6%,-0.5%,0.4%,1.2%
CC(=O)Nc1ccc(NC(=O)c2ccccc2N(C)S(=O)(=O)c2ccccc2)cc1,-1.0%,3.2%,11.1%,-11.2%,-0.9%,-1.8%,-3.8%,-1.4%,2.2%,-4.1%
CCOC(=O)N1CCC(n2c(SCC(=O)OCc3ccccc3)nc3ccsc3c2=O)CC1,-16.5%,9.1%,42.4%,-22.0%,0.3%,-1.5%,·,0.6%,9.4%,-5.0%
CCc1c(C)nc(SCc2cccnc2)[nH]c1=O,9.6%,-4.9%,-2.5%,-7.1%,6.2%,-1.5%,-11.7%,-0.6%,3.1%,19.1%
CCC(CC)C(=O)Nc1ccc(C(=O)c2ccccc2)cc1,-0.7%,-3.5%,23.9%,52.9%,10.1%,16.9%,4.5%,?,23.1%,7.6%
COc1ccc(C)cc1NC(=O)Nc1ccc2c(c1)CCC2,2.6%,2.8%,2.2%,53.2%,2.1%,-0.5%,8.4%,9.53µM*,3.3%,0.8%
O=C(Nc1ccc(S(=O)(=O)Nc2ncccn2)cc1)c1nn(Cc2ccccc2)c(=O)c2ccccc12,-0.7%,27.0%,-9.5%,-31.1%,-0.5%,0.0%,-4.4%,-1.0%,-6.5%,8.3%
Cn1cc(C2CC(c3ccccc3)=NN2C(=O)c2ccccc2)c2ccccc21 (stereo not drawn),5.9%,-18.6%,26.8%,-55.8%,-1.3%,-4.6%,-5.4%,?,?,-8.5%
COc1ccc(C)cc1NC(=O)CN1CCN(S(=O)(=O)c2ccc(Br)cc2)CC1,-0.8%,-2.6%,13.5%,-7.4%,0.8%,-0.4%,5.4%,6.2%&-8.5%,-10.9%,0.8%
O=S(=O)(Nc1ccc(S(=O)(=O)N2CCOCC2)cc1)c1ccccc1,0.3%,-12.2%,-16.3%,-20.6%,-0.8%,5.0%,1.1%,9.9%,0.8%,6.7%
O=C(O)CCSc1nnc(CNc2ccc(Cl)cc2)n1Cc1ccccc1,-0.1%,-14.1%[11.5 µM],-1.5%,-9.0%,-7.0%,3.6%,-4.1%,-0.7%,2.4%,-1.4%
Cc1cccc(C(=O)OCC(=O)NCCNC(=O)COC(=O)c2cccc(C)c2C)c1C,2.2%,-3.6%,12.6µM*,-1.3%,-1.7%,-0.1%,18.1%,-4.6%,-8.3%,?
CC(C)c1onc(C(=O)N2CCCCC2C)c1[N+](=O)[O-] (stereo not drawn),1.1%,·,-9.0%,-11.9%,1.6%,1.6%,1.3%,9.8%,4.3%,-13.4%

# Source: PubChem BioAssay
